Bioassay records (PubChem BioAssay)
M1 antag: antagonists of rat M1 muscarinic receptor; P08482; CHO-M1 cells, Fluo-4 calcium, ACh EC80 antagonist mode; hits give low values; B-score at 10 µM; 3.4% of 64,000 active; AID 628;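 active means calcium fluorescence response, raw or row-and-column corrected B-score, differing from the plate sample mean either way at a set confidence level, mostly lower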
Jurkat tox 60K: cytotoxic compounds reducing Jurkat cell viability; inhibition, % at 4 µM; 1.2% of 56,000 active; Jurkat E6.1 viability, ATP luminescence, 48 h;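 active means inhibition above the mean inhibition of all tested compounds plus 3 SD, cut at about 28% in these data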
HEK293 NFkB inh: lowers PMA/ionomycin-induced NF-kB signal in HEK293 cells. 0.21% of 62,000 active. inhibition, % at 3 µM. HEK-293 NF-kB luciferase reporter, luminescence. AID 465;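 active means inhibition above the mean of all tested compounds plus 3 SD, cut at about 40% in these data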;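 further: 0% = stimulated DMSO wells and 100% = 10 µM reference inhibitor 5653914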
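Signal: luciferase luminescence; Material: HEK-293 cells with stable firefly luciferase reporter driven by four HIV NF-kB elements; Probe or stimulus: PMA with ionomycin; Replication: tested once; Times: 1 h compound pretreatment, then 16 h stimulation at 37 °C, 5% CO2; Benchmarks: DMSO and 10 µM reference inhibitor; Evaluation: per-plate % inhibition versus controls.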
5HT1E ag: agonists of human 5-HT1E serotonin receptor; P28566; CHO 5-HT1E Ga15 NFAT-bla reporter, FRET; 0% DMSO wells, 100% control agonist wells; activation, % at 6 µM; 0.69% of 65,000 active;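 active means activation above a set limit, the screen-wide mean activation plus 3 SD, cut at about 8.5% in these data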;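 further: 100% = positive control agonist at 1 µM giving full maximal response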
Target sequence (P28566 whole entry, looked up): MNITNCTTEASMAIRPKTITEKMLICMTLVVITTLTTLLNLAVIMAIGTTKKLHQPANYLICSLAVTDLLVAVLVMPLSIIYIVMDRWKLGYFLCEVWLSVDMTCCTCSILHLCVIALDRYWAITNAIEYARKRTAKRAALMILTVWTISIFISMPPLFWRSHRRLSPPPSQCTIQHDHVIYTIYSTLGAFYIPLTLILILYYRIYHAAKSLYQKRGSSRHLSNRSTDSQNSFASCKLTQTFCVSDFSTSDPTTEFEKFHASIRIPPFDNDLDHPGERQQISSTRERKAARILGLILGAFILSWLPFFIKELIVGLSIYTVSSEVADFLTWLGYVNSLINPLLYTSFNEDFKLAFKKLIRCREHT
5HT1E antag: 5-HT1E (human) receptor antagonism; CHO 5-HT1E Ga15 NFAT-bla reporter, FRET, antagonist; inhibition, % at 6 µM; 0.99% of 65,000 active;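 active means inhibition above a set limit, the mean inhibition across every tested compound plus 3 SD, cut at about 29% in these data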;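 further: signal is the 460 over 535 nm emission ratio of beta-lactamase substrate; 0% = agonist plus DMSO wells and 100% = wells without agonist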
S1P1 ag pot: agonists and agonism potentiators of human S1P1 receptor. P21453. S1P1 CRE-bla cells, forskolin, beta-lactamase FRET, potentiator mode; S1P1 agonist co-added at EC20, 2 nM; 100% = saturating reference agonist, 0% = basal. activation, % at 9.5 µM. 0.57% of 56,000 active;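 active means activation above a cutoff set at the mean activation of all tested compounds plus 3 SD, cut at about 54% in these data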;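 further: forskolin at 4 µM as EC80 and the EC20 agonist is SEW2871; 100% = SEW2871 at its EC100 plus forskolin at EC80; some compounds past the cut are filed as inactive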
Target sequence (P21453 whole entry, looked up): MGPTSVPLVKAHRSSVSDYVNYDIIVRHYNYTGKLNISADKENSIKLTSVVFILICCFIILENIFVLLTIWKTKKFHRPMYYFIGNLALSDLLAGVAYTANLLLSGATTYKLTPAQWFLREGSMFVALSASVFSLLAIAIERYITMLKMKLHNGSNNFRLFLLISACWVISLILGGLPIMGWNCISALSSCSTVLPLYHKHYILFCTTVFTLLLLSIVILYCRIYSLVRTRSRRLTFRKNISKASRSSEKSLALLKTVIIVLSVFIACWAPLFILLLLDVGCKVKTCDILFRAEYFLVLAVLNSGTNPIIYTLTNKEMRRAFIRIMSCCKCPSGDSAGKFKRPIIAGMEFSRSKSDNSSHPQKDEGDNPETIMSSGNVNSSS
M1 agonist: activates the M1 muscarinic receptor | CHO-M1 cells, Fluo-4 calcium fluorescence, agonist mode; hits give high values | B-score at 10 µM | 3% of 64,000 active | AID 626;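 active means fluorescence rise, raw or as B-score row- and column-corrected plate score, outside the 99.7% band of its plate's samples, either direction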
S1P3 agonist: activates the human S1P3 receptor; S1P3 NFAT-BLA reporter cells, agonism, FRET ratio; relative to 1 µM S1P, basal subtracted; activation, % at 4.5 µM; 0.1% of 60,000 active; AID 373;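 active means activation above the screen-wide mean plus 3 SD, cut at about 4.5% in these data, passing the limit was not always enough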; further: some compounds called inactive have numbers as strong as hits
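Assay system: CHO cells stably expressing human S1P3, Gα16 and NFAT-β-lactamase reporter. Timing: overnight plating, 4 h compound 37 °C, 2 h substrate RT. Signal: β-lactamase FRET emission ratio 460/535 nm. Measure: percent activation versus median 1 µM S1P response, basal-subtracted, per plate. Repeats: primary screen single test, confirmation screen in triplicate.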
Her2 expr inh: Her2 kinase expression inhibition. AID 645. 0.69% of 65,000 active. SKBR-3 HER2 protein level, AlphaScreen, 18-24 h; hits give low values. HER2 level % of control, % at 10 µM;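 active means HER2 level under 5% of the carrier-only control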;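 further: 100% = DMSO carrier and 0% = 500 nM PU-H71 HSP90 inhibitor; lower value means stronger loss of Her2 protein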
* = called active by the depositor; · = no result given.

SMILES	M1 antag	Jurkat tox 60K	HEK293 NFkB inh	5HT1E ag	5HT1E antag	S1P1 ag pot	M1 agonist	S1P3 agonist	Her2 expr inh
Cc1cc(C)cc(OCc2nnc(SCC(=O)c3ccccc3)o2)c1	0.12	-4	15	0.9	-11	-19	-0.16	7.1	97
CN(C)CCNC(=O)C(C(=O)c1ccccc1)n1ccccc1=O (centres undefined)	0.011	-2	1	-0.1	9	1	0.059	0.3	100
Cc1nn2c(CN(C(=O)c3ccco3)c3ccccc3)nnc2c2ccccc12	0.67	2	18	1.6	-5	-14	1.3	-0.5	74
O=C(Nc1nnc(C23CC4CC(CC(C4)C2)C3)s1)c1ccco1	-1.2	-5	-43	1.0	-16	3	-0.033	-1.1	114
Cc1ccc(S(=O)(=O)NCCNC(=O)c2ccccc2)cc1	1	9	8	0.6	5	7	1.3	-1.1	100
COc1ccc(N(Cc2ccco2)C(=O)c2ccccc2F)cc1OC	0.7	6	8	1.6	-2	-6	0.13	-1.0	90
O=C(NCCCCCNC(=O)c1ccco1)c1ccco1	-1	2	10	-1.1	2	-6	0.0051	-0.3	111
Cc1sc(NC(=O)CSc2nc(N)n(CC(=O)c3ccccc3)n2)c(C#N)c1C	0.044	1	18	-0.2	14	-37	0.022	-0.2	96
CCc1cc2c(CN3CCN(C)CC3)cc(=O)oc2cc1O	-0.25	-3	0	1.8	1	-11	-0.56	-0.4	98
Cc1oc(C(=O)O)cc1COc1cccc2cccnc12	0.44	-8	21	-0.1	2	-18	-0.2	-1.1	111
CCn1c(NC(=O)c2cccc(Cn3cc(Cl)cn3)c2)nc2ccccc21	-0.37	75*	4	1.6	-5	62	-0.047	-0.9	87
Cc1ccc(C)c(NC(=O)CCn2nc(C)cc2C)c1	-0.21	-4	-1	-0.9	-10	-6	-0.11	0.3	79
Cc1cc(C(=O)CSc2nn(-c3ccccc3)c(=S)s2)c(C)n1Cc1ccco1	0.019	·	20	0.3	-5	·	-0.29	·	106
Cc1ccc(N2CCN(C(=O)c3ccccc3F)CC2)c(C)c1	0.79	5	6	0.5	3	-15	0.39	-0.9	96
O=C(NCCCn1ccnc1)c1ccncc1	-0.38	0	16	0.7	-7	-13	0.17	-0.6	92
COc1ccccc1OCC(=O)Nc1oc(-c2ccccc2)c(-c2ccccc2)c1C#N	0.7	-6	20	-0.3	7	0	-1.3	-0.3	118
CCCCn1c(SCC(=O)Nc2cc(C)[nH]n2)nc2ccsc2c1=O	0.027	·	4	-0.8	-2	·	0.49	·	33
CCOC(=O)c1cnc(-n2nc(C)cc2C)nc1NC(C)c1ccccc1 (centres undefined)	-1.2	0	20	0.8	9	8	-0.85	-1.0	44
Cn1c(/N=C/c2cc(Cl)ccc2O)nc2ccccc21	0.32	-2	18	-0.3	1	1	2.5*	-0.8	115
O=c1cc(N2CCOCC2)[nH]c(=O)n1-c1ccc(Cl)cc1	0.29	-3	15	0.9	-17	-10	0.008	-1.0	84
COc1ccc(F)cc1S(=O)(=O)NC1CCCCCC1	-0.67	-1	15	0.0	1	-16	0.075	0.8	110
Cn1c(SCC(=O)N2c3ccccc3Sc3ccc(Cl)cc32)nnc1-c1ccco1	-0.43	7	11	-0.3	7	-23	-0.46	-0.6	73
Cc1cc2c(c(C)nn2-c2ccccc2)c(=O)o1	0.88	-3	10	5.3	15	-37	0.022	1.4	98
O=c1c2[nH]c3ccccc3c2ncn1CCCn1ccnc1	-0.19	7	2	-0.8	-2	-20	-0.15	-0.5	95
CCCCCNC(=O)CCn1c(=O)oc2ccccc21	0.11	-4	0	0.5	-6	-10	-0.85	0.2	83
COc1ccc(C(O)P(=O)(OC2CCCCC2)c2ccc(N(C)C)cc2)cc1OC (centres undefined)	0.18	1	14	0.4	-5	-1	0.019	-0.1	89
COC(=O)c1c(NC(=O)C2CCC2)sc(C(=O)N(C)C)c1C	0.7	2	10	5.4	-18	-1	-0.2	-0.9	107
O=C(Nc1ccc(Cl)c(Cl)c1)N1CC=CCC1	·	4	-25	-2.1	23	6	·	-1.4	83
COC(=O)Cn1c(C)nc(=O)c(-c2ccccc2)c1C	0.042	-4	10	0.5	-10	4	0.0053	-1.2	82
COc1ccc(-n2c(=O)cc(N3CCN(c4ccccc4F)CC3)[nH]c2=O)cc1	-0.14	5	15	-0.1	-1	6	-1	0.3	78
C=CCn1c(SCCC(=O)O)nnc1-c1cccs1	-0.71	-2	7	-0.3	-10	-18	0.14	0.4	90
CCCOc1ccc(N2C(=O)CC(NCCNc3ccc(S(=O)(=O)CC)cc3)C2=O)cc1 (centres undefined)	0.084	7	6	0.7	-3	·	-0.15	-0.5	·
COc1ccc(C2C(C#N)=C(N)OC3=C2C(=O)CC(C)(C)C3)c(OC)c1OC (centres undefined)	·	-2	6	1.1	-10	8	·	-1.1	92
Cc1ccc(-c2nnc3sc(-c4ccc5c(c4)OCCO5)nn23)cc1	-0.44	-5	8	0.1	-9	1	-0.0098	-0.4	90
CC1=CC(C)(C)N(C(=O)CSc2nccn2C)c2cc(C)ccc21	-2.1	1	0	-0.1	12	-21	-0.032	0.7	89
CCOC(=O)C(CC)Sc1ncnc2nc[nH]c12 (centres undefined)	0.37	·	15	0.0	8	·	0.095	·	·
O=C(Nc1ccccc1O)c1cc(S(=O)(=O)N2CCOCC2)c(Cl)cc1Cl	0.22	0	0	-0.4	5	-28	0.62	-1.8	82
CCOC(=O)N1CCN(C(=O)c2nn(-c3cc(OC)cc(OC)c3)c(=O)c3ccccc23)CC1	0.38	-4	-2	-0.5	3	-15	6.4*	64	95
O=C(O)C1CCC(=O)N1Cc1ccccc1Cl (centres undefined)	0.076	-6	13	-0.9	-1	4	-0.036	0.7	105
Cn1c(C(=O)NCCN2CCc3ccccc3C2)cc2c(=O)n(C)c3ccccc3c21	-2	4	-1	1.1	0	-17	2.9*	0.3	81
CCCS(=O)(=O)N1CCCC(C(=O)NCCCN(C)c2ccccc2)C1 (centres undefined)	-1.6	-7	2	0.0	1	-11	0.031	0.1	86
CSC1=N/C(=C\c2ccccc2F)C(=O)S1	0.35	2	4	-0.5	4	-10	-0.55	-1.5	118
Nc1nc(C(=O)N2CCOCC2)nn1C(=O)c1ccc(Cl)cc1	0.24	1	0	0.7	-10	3	-0.13	-0.4	116
CC1(C)CC(=O)C2=C(C1)OC(N)=C(C#N)C21C(=O)N(CN2CCOCC2)c2ccccc21 (centres undefined)	0.15	·	·	-0.8	-2	0	-0.78	-5.4	106
CCc1nnc(NC(=O)C2CCCN2S(=O)(=O)c2ccc(C)cc2)s1 (centres undefined)	0.34	-3	6	-0.3	7	14	-0.84	0.7	86
COc1ccccc1C(=O)n1nc(-c2ccc(Cl)cc2)nc1N	-0.17	12	30	-0.3	-4	6	0.95	-1.6	83
O=C(O)C(Cc1cc2ccccc2[nH]1)N1C(=O)C2CC=C(Cl)CC2C1=O (centres undefined)	0.46	-6	14	0.0	2	11	0.035	0.4	59
COC(=O)c1ccc(C2/C(=C(\O)c3cccc(OC)c3)C(=O)C(=O)N2CCCN(C)C)cc1 (centres undefined)	-1.1	·	·	-0.1	6	13	0.48	-3.7	107
CC1Cc2cc(/C(O)=C3/C(=O)C(=O)N(CC4CCCO4)C3c3ccco3)ccc2O1 (centres undefined)	-0.038	-4	6	-0.3	1	3	0.0076	-1.1	134
CCOC(=O)C(Cc1ccccc1)NS(=O)(=O)c1ccc(NC(C)=O)cc1 (centres undefined)	-0.28	-3	-2	-0.3	2	-7	0.041	-1.5	120
CC(C)Cn1c(=O)c2ccccc2c2ccccc2c1=O	-0.027	-2	14	0.3	-2	·	-2	0.2	96
Cn1c(=O)c2c(nc(CN3CCN(c4ccccc4)CC3)n2CCN2CCOCC2)n(C)c1=O	0.33	1	7	-0.3	-5	-21	0.52	-1.1	106
O=C(Nc1cc(N2CCOCC2)ncn1)Nc1cccc2ccccc12	0.26	-4	18	0.7	-5	-14	0.56	0.0	61
Cc1cc(C)nc(Nc2ccc(N3CCCC3)cc2)n1	-0.5	12	7	0.5	-11	-8	0	-1.0	66
Cc1cc(=O)[nH]c(SCC(=O)Nc2ccc(S(=O)(=O)N3CCCCC3)cc2)n1	-0.061	4	11	0.2	-8	·	0.69	0.1	·
CC1CCCC(C)N1C(=O)Nc1cccc(Cl)c1 (centres undefined)	-0.37	-14	12	-0.6	-3	-11	-0.5	-1.2	66
COCCNc1nc(=S)[nH]c2cc(OC)c(OC)cc12	0.37	-2	26	-1.8	-4	-38	1.5	-0.7	86
c1ccc2c3nnc4n(c-3nc2c1)CCCS4	-1.2	10	6	-2.3	14	-7	-0.51	-1.1	107
CCN1C(=O)c2c(C)nc3ccccc3c2C1=O	0.043	-5	-4	-0.6	4	-14	-0.44	-0.8	191
CCc1nc(SCC(=O)NCc2ccco2)c2c3c(sc2n1)CCCC3	-0.85	1	20	0.6	10	-7	0.85	-0.8	74

Five structures from above, arranged by molar mass, falling:
SMILES	M1 antag	Jurkat tox 60K	HEK293 NFkB inh	5HT1E ag	5HT1E antag	S1P1 ag pot	M1 agonist	S1P3 agonist	Her2 expr inh
COC(=O)c1ccc(C2/C(=C(\O)c3cccc(OC)c3)C(=O)C(=O)N2CCCN(C)C)cc1 (centres undefined)	-1.1	·	·	-0.1	6	13	0.48	-3.7	107
CCc1nc(SCC(=O)NCc2ccco2)c2c3c(sc2n1)CCCC3	-0.85	1	20	0.6	10	-7	0.85	-0.8	74
CCc1nnc(NC(=O)C2CCCN2S(=O)(=O)c2ccc(C)cc2)s1 (centres undefined)	0.34	-3	6	-0.3	7	14	-0.84	0.7	86
COCCNc1nc(=S)[nH]c2cc(OC)c(OC)cc12	0.37	-2	26	-1.8	-4	-38	1.5	-0.7	86
Cc1cc(C)nc(Nc2ccc(N3CCCC3)cc2)n1	-0.5	12	7	0.5	-11	-8	0	-1.0	66

Further structures.
SMILES	M1 antag	Jurkat tox 60K	HEK293 NFkB inh	5HT1E ag	5HT1E antag	S1P1 ag pot	M1 agonist	S1P3 agonist	Her2 expr inh
CCOC(=O)c1c(NC(=O)CSc2nnc(CNC(=O)c3ccco3)n2C)sc2c1CCC2	-1.2	·	13	0.9	8	·	-0.14	·	107
O=C(CN1CCC(n2nnc3cc(F)ccc32)CC1)NC1CCCCC1	-3.7*	14	9	0.4	6	-1	-0.64	-0.3	103
Cc1onc(-c2ccccc2Cl)c1C(=O)NCc1ccccn1	-0.18	0	11	-1.0	0	·	-0.064	-0.6	107
CN=C1SC(CC(=O)NCCc2ccc(OC)c(OC)c2)C(=O)N1C (centres undefined)	0.17	3	12	0.1	1	-4	0.32	-1.1	109
O=C(CN1C(=O)c2ccccc2S1(=O)=O)N1CCN(Cc2ccc3c(c2)OCO3)CC1	-0.18	1	-14	0.5	6	13	-1.2	-0.9	85
C=CCn1c(O)c(C(CC)=NCCN2CCOCC2)c(=O)[nH]c1=O	0.36	2	12	0.3	2	-13	0.18	-1.1	87
COc1cccc(C(=O)CSc2nnc(-c3cc(OC)cc(OC)c3)o2)c1	-0.1	-14	2	0.1	-12	16	-0.25	0.5	85
CCCCOC(=O)Sc1nc2ccccc2o1	-0.92	7	16	0.4	1	-14	0.34	0.3	62
COc1cc(C(=O)Oc2ccccc2)ccc1OCc1c(C)noc1C	0.13	-6	9	1.5	-5	1	-0.6	0.2	86
